XIAP antagonists – XIAP antagonists, biochemical, IAP family, fluorescence polarization (AID 1018). XIAP BIR domain, fluorescence polarization peptide displacement; higher % means a stronger effect. displacement, % at 20 µM, or IC50 in µM where a hit was titrated. actives 0.007% (n = 200,000); in the data active means displacement above about 50%; further: a part of the inactive calls stands beside numbers as strong as those of hits
M17LAP inhibition – P. falciparum M17LAP inhibitors, primary screen, biochemical, fluorogenic H-Leu-NHMec substrate, 1536-well (AID 1619); recombinant M17LAP, H-Leu-NHMec fluorogenic kinetic assay; higher % means a stronger effect; one-dose inhibition, % at 30 µM; IC50 in µM for titrated hits; actives 0.38% (n = 220,000);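 active means compound inhibiting the enzyme by more than half at any dose during confirmatory dose-response retesting; inconclusive means strong single-dose inhibitors picked by rank but not retested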;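 further: plate controls were full reaction with DMSO carrier for no effect and no enzyme background for full effect; strong numbers were not always called active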
SIAH1 antagonists – blockers of Siah-1 interaction with plectin peptide – biochemical, fluorescence polarization, rhodamine-plectin, uHTS, primary screen (AID 1817). one-dose displacement, % at 20 µM; IC50 in µM for titrated hits. actives 0.02% (n = 290,000). Siah-1 / rhodamine-plectin peptide fluorescence polarization; higher % means a stronger effect;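 active means displacement of at least 50% at 20 µM, with a fluorescence ratio check between 0.3 and a set limit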;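 further: plate controls were Siah plus tracer with DMSO for no effect and tracer alone without Siah for full effect; strong numbers were not always called active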
PMI inhibitors – MPI enzyme activity inhibition – biochemical, fluorescence intensity, coupled assay, primary screen (AID 1209). purified PMI enzyme, coupled fluorescence intensity; higher % means a stronger effect. inhibition, % at 20 µM, or IC50 in µM where a hit was titrated. actives 0.42% (n = 190,000);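 further: plate controls were DMSO vehicle for no effect and wells lacking substrate for full effect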
AID2073 – disruptors of CaV2.2 binding to Mint1 – biochemical, HTRF (AID 2073). HTRF protein-protein interaction, Mint1-CaV2.2; higher % means a stronger effect. inhibition, % at 20 µM; hits with a dose series show IC50 in µM. actives 0.19% (n = 290,000); in the data active means inhibition mostly above about 51%, no sharp cut-off; inconclusive means no clear call, values can overlap the other calls; inactive means mostly below about 53%; further: some results filed as inactive read as strong as hits
LYP inhibition – PTPN22 lymphoid phosphatase activity blockers – biochemical, fluorescence intensity, uHTS (AID 1779) | recombinant LYP phosphatase, fluorescence intensity; higher % means a stronger effect | inhibition, % at 11.5 µM, or IC50 in µM where a hit was titrated | actives 0.054% (n = 290,000);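 further: plate controls were vehicle with enzyme for no effect and no enzyme for full effect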
M1AAP inhibition – malaria alanyl aminopeptidase activity blockers – biochemical, fluorogenic H-Leu-NHMec substrate, 1536-well (AID 1445) | actives 0.42% (n = 220,000) | inhibition, % at 30 µM; hits with a dose series show IC50 in µM | recombinant M1AAP, H-Leu-NHMec fluorogenic kinetic assay; higher % means a stronger effect;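 active means primary inhibition above the hit cutoff, then over 50% inhibition at one or more dose response concentrations, cut at about 23% in these data, passing the limit was not always enough; inconclusive means conflicting primary data, or primary hits not chosen for dose response; inactive means low primary inhibition, or under 50% at every dose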;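 further: plate controls were DMSO full reaction for no effect and no enzyme background for full effect; strong numbers were not always called active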
Dynein cargo inh – blocks dynein driven cargo transport along microtubules. 3617.4 mouse cells, GR-EGFP nuclear translocation imaging; test concentration mostly 20 µM; stimulated with dexamethasone, 1 µM; stronger effect = lower value. z-score, hits read low. actives 0.47% (n = 220,000);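 active means plate z-score of nuclear minus cytoplasmic receptor signal below a set negative limit, without overly bright fluorescence or cell loss, cut at about -3.5 in these data, passing the limit was not always enough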;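 further: z-score of nuclear minus cytoplasmic ring GR-EGFP intensity difference per well; some compounds called inactive have numbers as strong as hits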
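medium = tetracycline-free induction medium containing charcoal-stripped FBS | also added = 1.0 µM final dexamethasone stimulus | schedule = 48 h induction, 1 h compound, 30 min dex at 37 °C | technique = fixed, Hoechst-stained cells imaged at 10x for EGFP | measure = GR-EGFP nuclear translocation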
human PMI inhibitors – MPI inhibition at elevated mannose 6-phosphate – biochemical, fluorescence intensity, high mannose 6-phosphate, primary screen (AID 1220); inhibition, % at 20 µM, or IC50 in µM where a hit was titrated; actives 0.66% (n = 190,000); recombinant PMI enzyme, coupled fluorescence intensity; higher % means a stronger effect
Dynein cargo inh cytoplasmic EGFP – further read-out of Dynein cargo inh, marked with its call; z-score; measured here: cytoplasmic GR-EGFP intensity; stronger effect = higher value
Dynein cargo inh nuclear GR-EGFP – further read-out of Dynein cargo inh, marked with its call; z-score; measured here: nuclear GR-EGFP intensity;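 lower value marks the stronger effect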
Dynein cargo inh cell count – second read-out of Dynein cargo inh, no call of its own (marks repeat the call); z-score; measured here: cell count per field
Numbers without * were called inactive; ? = inconclusive; · = not tested or not shown. Unless noted, no stated cut-off is given here; in the data, active means inhibition above about 50%; inactive means the rest.

entry	molecule	XIAP antagonists	M17LAP inhibition	SIAH1 antagonists	PMI inhibitors	AID2073	LYP inhibition	M1AAP inhibition	Dynein cargo inh	Dynein cargo inh cytoplasmic EGFP	Dynein cargo inh nuclear GR-EGFP	Dynein cargo inh cell count	human PMI inhibitors
1	CN(C)C(=O)C1(c2ccccc2)CCN(S(=O)(=O)c2ccccc2)CC1	-2.7%	-4%	-1%	12%	-2%	8%	-4%	-0.32	0.16	-0.51	1.3	15%
2	Cc1cccc(N(Cc2ccccc2F)S(C)(=O)=O)c1	2.1%	-6%	-2%	-10%	2%	-11%	-1%	-0.67	-0.2	-0.023	0.52	-8%
3	O=C(NCCOc1ccccc1Cl)C(=O)c1c[nH]c2ccccc12	-5.6%	-3%	5%	8%	-2%	5%	3%	-1.2	0.22	-0.65	0.66	10%
4	CN(C)S(=O)(=O)Nc1ccc2c(c1)Cc1ccccc1-2	-4.5%	-2%	1%	14%	5%	-12%	-1%	-0.52	-0.18	0.072	-0.51	7%
5	CCCCNC(=O)NS(=O)(=O)c1ccc(C(=O)OC)o1	-0.1%	12%	4%	1%	8%	-1%	5%	0.34	-0.25	0.081	0.24	-4%
6	Cc1cc(C)n2cc(CSc3ccc(Br)cc3)nc2n1	-8.7%	6%	-5%	8%	6%	-8%	0%	1.8	-0.12	1.1	-1.3	12%
7	Cc1cccc(OCc2n[nH]c(=S)n2Cc2ccccc2)c1	-2.5%	-3%	2%	13%	-12%	-4%	-2%	-0.56	-0.35	-0.31	1.3	7%
8	CCCCC1NC(C(=O)O)CS1 (stereo unspecified)	-5.0%	11%	1%	20%	-3%	4%	-5%	0.38	-0.27	-0.2	-0.43	4%
9	COC(=O)C(CC(C)C)NC(=O)c1ccc(F)cc1 (stereo unspecified)	-2.3%	-2%	2%	2%	2%	-8%	1%	-0.73	-0.37	-0.19	0.39	-1%
10	COc1ccc(Cl)cc1-c1n[nH]c(=S)n1C	-0.9%	-5%	3%	4%	16%	-11%	5%	1.4	-0.15	0.63	0.4	-8%
11	Cc1ccc(SC[C@H](Cc2ccccc2)N2CCN(CC(C)C)CCC2=O)cc1	·	3%	3%	·	-11%	-1%	-1%	0.4	-0.68	0.36	-0.91	·
12	Cc1ccc(F)c([C@H]2C3C=CCC(c4ccccc4)C3C(=O)N2Cc2ccccc2)c1 (stereo partly specified)	·	0%	8%	·	12%	1%	-5%	-0.81	-0.73	-0.22	0.12	·
13	Cc1nc2ccccn2c1C(=O)OCC#N	-3.8%	0%	15%	0%	-6%	-7%	2%	-1.1	-0.16	-0.36	0.55	-2%
14	O=C(NCCc1ccccc1)c1cnn2c(C(F)F)cc(C3CC3)nc12	-4.2%	2%	2%	16%	3%	3%	-2%	-0.77	-0.16	-0.5	0.52	13%
15	COc1ccccc1C(=O)/C=C/c1ccc(N2CCCCC2)c([N+](=O)[O-])c1	-4.3%	7%	-5%	14%	1%	14%	-2%	-5.4*	0.35*	-2.2*	0.66*	3%
16	Oc1ccc(Cl)cc1C=Nc1ccc2c3c(cccc13)CC2	1.4%	-54%	50%	51%*	50%	0%	8%	-0.65	-0.26	-0.75	0.48	·
17	O=C1C2C3C=CC(C4CC34)C2C(=O)N1Cc1ccco1 (stereo unspecified)	2.3%	-2%	1%	-17%	4%	-15%	3%	0.93	-0.3	0.36	-0.11	-12%
18	COc1cc(NC(=O)c2cc3nc(C)cc(C)n3n2)c(OC)cc1Cl	-4.3%	0%	-7%	5%	10%	-9%	6%	-0.47	-0.2	-0.061	0.6	-3%
19	CCOc1ccc(N(C(=O)c2cc3ccccc3oc2=O)C2C=CS(=O)(=O)C2)cc1 (stereo unspecified)	-0.3%	5%	5%	4%	-7%	-2%	4%	0.19	-0.11	-0.13	0.069	5%
20	COc1cc(Cl)c(C)cc1NC(=O)COc1cc(C)nc(C(C)C)n1	-0.5%	7%	5%	-5%	3%	-6%	-4%	-0.97	-0.22	-0.14	3.6	-3%
21	CCC(C)(C(=O)NC1CCCCC1)N(C(=O)C1CCC(=O)N1)c1ccccc1 (stereo unspecified)	-2.0%	4%	0%	-7%	-5%	-8%	1%	1.5	-0.088	0.98	-0.44	-1%
22	Cc1ccccc1Nc1nnc(SCC(=O)NC2CCCc3ccccc32)s1 (stereo unspecified)	-3.1%	0%	-5%	9%	1%	9%	-1%	0.091	-0.23	-0.17	-0.11	8%
23	CCOC(=O)c1ccc(NC(=O)CSc2nnc(CCc3ccc(C)o3)n2-c2ccccc2)cc1	-8.6%	2%	-1%	12%	-28%	10%	8%	-0.24	-0.15	-0.2	0.038	12%
24	CCOC(=O)c1c(C)[nH]c(C(=O)N2CCCC(C(=O)c3ccccc3OC)C2)c1C (stereo unspecified)	·	23%	2%	·	0%	0%	2%	-0.38	-0.21	-0.16	-0.19	·
25	CCOC(=O)C(C)CC(C)C(=O)N1CCOCCN(C(=O)C(C)CC(C)C(=O)OCC)CCOCC1 (stereo unspecified)	-6.1%	-5%	0%	-7%	10%	-2%	-4%	-0.096	-0.18	-0.51	0.36	-6%
26	O=C(O)c1cc(-c2ccc(/C=C3\NC(=O)N(c4ccccc4)C3=O)o2)ccc1Cl	·	30%	-1%	·	-30%	-5%	19%	0.64	-0.31	0.07	-0.024	·
27	O=C(CNCCO)Nc1ccc(F)c(Cl)c1	-3.8%	5%	6%	-9%	1%	-6%	4%	8.6e-05	-0.29	0.34	0.19	-3%
28	O=C1C(=O)N(O)C2CCCCC2N1O (stereo unspecified)	-5.8%	6%	15%	7%	9%	-2%	-5%	-0.0082	-0.26	-0.22	0.31	8%
29	COc1ccccc1CNC(=O)CSc1ccc(-c2cccs2)nn1	-5.2%	6%	-7%	-2%	27%	-7%	3%	0.65	-0.22	-0.027	-0.059	-10%
30	Cc1nc2c(-c3ccc(F)cc3)c(C)nn2c(C)c1CCC(=O)Nc1ccccc1F	·	-4%	7%	·	11%	-6%	3%	0.47	-0.22	0.92	-1	·
31	CCOC(=O)c1c(C)nc(C)c(C(=O)OCC)c1-c1ccco1	·	-11%	-5%	·	8%	-9%	1%	-0.23	-0.2	0.35	0.6	·
32	COC(=O)c1cc(Cl)c(NC(=O)C(C)C)cc1OC	-4.4%	9%	7%	-1%	4%	-3%	0%	0.55	-0.23	0.79	-0.7	-3%
33	COc1ccccc1NC(=S)N1CC(C)OC(C)C1 (stereo unspecified)	-5.0%	3%	-3%	4%	-6%	-7%	-1%	0.68	-0.25	0.59	-0.25	1%
34	Cc1ccc(C(C)C)c(OCc2ccc(-c3nnco3)cc2)c1	-7.3%	4%	-3%	16%	?	0%	-3%	-0.35	-0.36	-0.44	0.58	11%
35	O=C(O)CSCCc1ccccn1	-4.8%	7%	-2%	-2%	15%	-2%	-4%	0.52	-0.21	0.44	-0.62	-4%
36	COCCn1c(=O)[nH]c(=O)c2c1nc(-c1cc(Br)c3c(c1)OCO3)n2Cc1ccccc1	1.9%	3%	6%	-4%	11%	3%	4%	-0.48	-0.25	0.04	0.57	-5%
37	O=C(CCCSc1nc2ccccc2[nH]1)NCc1ccccc1	-5.3%	3%	6%	4%	-1%	-2%	1%	-0.37	-0.25	-0.12	0.0077	-5%
38	Cc1nnsc1SCCNC(=O)c1ccc(F)cc1	0.5%	3%	0%	5%	6%	-8%	2%	-0.17	-0.15	-0.61	0.55	12%
39	Cc1ccc(NC(=O)Nc2ccc(F)cc2)nc1	-6.6%	4%	-2%	2%	-4%	-7%	10%	0.49	0.78	0.31	-0.59	5%
40	Cc1ccc(Nc2nc(Cl)nc(N(C)C#N)n2)cc1	-2.9%	7%	5%	2%	8%	-8%	2%	-1.2	0.03	-0.74	1.3	0%
41	CC(C)(C)C(=O)Nc1nc2ccc(S(C)(=O)=O)cc2s1	-9.4%	-6%	4%	-12%	-1%	-1%	1%	2.7	-0.049	1.1	-2.3	-3%
42	COc1ccc(CNC(=O)C2CCN(c3nc(OC)nc(OC)n3)CC2)cc1	-1.8%	-3%	0%	-1%	2%	-8%	-7%	0.022	-0.2	-0.064	-0.17	-3%
43	CC(C)(C)c1ccc(C(=O)NCC(=O)OCc2ccc([N+](=O)[O-])cc2)cc1	0.8%	-3%	6%	7%	27%	1%	-2%	1.3	-0.071	0.8	-1.3	4%
44	NS(=O)(=O)c1ccc(NN=C2CCN(Cc3ccccc3)CC2)c([N+](=O)[O-])c1	-5.3%	7%	3%	2%	-2%	-2%	5%	-0.081	-0.3	0.19	-0.22	-2%
45	O=C(c1cccnc1)N1CCN(Cc2ccccc2Br)CC1	-3.9%	3%	2%	7%	-1%	-4%	11%	-0.67	-0.11	-0.44	1.1	-2%
46	COc1ccc2[nH]c(=O)c(C(c3nnnn3C3CCCC3)N(C)C3CCCCC3)cc2c1 (stereo unspecified)	-4.8%	-29%	2%	16%	1%	2%	-1%	-0.12	-0.39	0.27	0.031	20%
47	COc1ccc(OC)c(CC(NC(C)=O)C(=O)NC2CCN(c3cc(C)nc4ncnn34)CC2)c1 (stereo unspecified)	-5.4%	-4%	8%	17%	2%	-4%	4%	-0.25	-0.27	0.063	0.55	5%
48	CC(=NCCN1CCNCC1)C1=C(O)CC(C)(C)CC1=O	-3.4%	6%	-2%	5%	?	0%	1%	-0.064	-0.13	0.095	0.8	9%
49	COc1c(Cl)ccc(Cl)c1C(=O)NC(=S)N1CCOCC1	-6.5%	4%	3%	2%	-11%	5%	1%	-0.6	-0.29	-0.38	0.66	1%
50	N#Cc1ncc(Cl)c2ccccc12	·	-2%	-10%	·	3%	-6%	2%	-0.2	-0.2	-0.36	0.43	·
51	Cc1ccc(C(=O)O/N=C(\N)c2nonc2N)cc1	-12%	-4%	11%	5%	10%	-2%	3%	-0.76	-0.26	-0.47	0.45	-1%
52	Cc1cccc(NC(=O)N2CCN(Cc3ccc(Cl)cc3)CC2)c1	-6.0%	-1%	16%	8%	3%	3%	0%	-1.1	-0.22	-0.48	1.3	5%

Bioassay records: PubChem BioAssay, several laboratories
